Source: PubChem (National Center for Advancing Translational Sciences (NCATS))
Apoferritin bind – candidate novel general anesthetic via apoferritin binding | apoferritin/1-aminoanthracene competitive binding, fluorescence | Potency, µM (series often up to 77.5 µM), for the others: top-dose activity change, negative = displacement, most hits filed as inhibitors | 350,000 compounds, 0.074% hits; note: potency is the fitted concentration of half-maximal effect; nearly all actives have a fitted effect of over 20% in size
Target sequence (P02791 2-175 limits assumed): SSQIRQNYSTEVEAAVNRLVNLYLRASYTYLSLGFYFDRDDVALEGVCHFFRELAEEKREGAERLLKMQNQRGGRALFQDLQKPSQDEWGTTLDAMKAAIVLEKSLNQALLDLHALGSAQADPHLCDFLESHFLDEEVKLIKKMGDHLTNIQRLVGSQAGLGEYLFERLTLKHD
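Steps: apoferritin (10 uM) was premixed with half-saturated 1-AMA in PBS, compounds were pin-transferred, plates stood 10 min at room temperature, fluorescence was read at 380/535 nm, and curves were fitted with a Hill equation.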
RXFP1 agonist – RXFP1 (human) receptor agonism | Q9HBX9 | HEK293T-RXFP1 cAMP TR-FRET, 30 min; response scale: percent of porcine relaxin response, buffer zero | Potency, µM (titrated, usually from 57.5 µM), for the others: at the highest dose activation, most hits filed as activators | 370,000 compounds, 0.3% hits; note: potency is the fitted concentration of half-maximal effect; nearly all actives have a fitted effect of over 60% in size; many of its hits are not listed in these tables
Target sequence (Q9HBX9 whole entry, looked up): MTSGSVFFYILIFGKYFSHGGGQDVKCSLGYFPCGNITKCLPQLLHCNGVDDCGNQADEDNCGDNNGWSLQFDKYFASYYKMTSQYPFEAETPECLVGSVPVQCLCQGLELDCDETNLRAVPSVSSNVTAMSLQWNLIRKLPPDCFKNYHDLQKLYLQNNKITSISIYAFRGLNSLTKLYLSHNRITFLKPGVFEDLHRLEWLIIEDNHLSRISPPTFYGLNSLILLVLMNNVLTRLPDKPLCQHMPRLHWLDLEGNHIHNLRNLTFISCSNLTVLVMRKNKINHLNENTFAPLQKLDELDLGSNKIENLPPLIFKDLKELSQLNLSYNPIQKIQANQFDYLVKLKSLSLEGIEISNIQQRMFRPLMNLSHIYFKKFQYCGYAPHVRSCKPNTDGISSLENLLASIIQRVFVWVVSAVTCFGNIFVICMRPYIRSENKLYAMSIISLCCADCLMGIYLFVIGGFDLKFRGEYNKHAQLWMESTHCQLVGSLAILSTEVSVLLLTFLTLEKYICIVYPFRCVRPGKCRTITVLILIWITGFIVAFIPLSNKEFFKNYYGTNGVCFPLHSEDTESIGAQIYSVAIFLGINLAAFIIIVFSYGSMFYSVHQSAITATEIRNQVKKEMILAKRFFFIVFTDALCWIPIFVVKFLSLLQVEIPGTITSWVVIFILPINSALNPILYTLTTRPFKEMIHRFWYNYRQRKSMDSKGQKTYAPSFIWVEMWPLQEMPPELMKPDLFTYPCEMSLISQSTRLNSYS
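HEK293 cells stably expressing RXFP1, treated 30 min at 37C with compounds plus PDE4 inhibitor Ro 20174; cAMP measured by HTRF TR-FRET. Normalized to buffer and 29 nM porcine relaxin; EC50 by Hill fit.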
RXFP1 antagonist – antagonists of human relaxin receptor RXFP1. activity change, negative = inhibition, % at 57.5 µM. Q9HBX9. HEK293-RXFP1, relaxin-stimulated cAMP HTRF, 30 min; hits give low values. 350,000 compounds, 0.59% hits;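 active = activity change of -60% or lower, but not beyond a set lower limit; inconclusive = change between -60% and -40%, or beyond the set limit; inactive = change above -40%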
An asterisk follows results filed as active; ? = inconclusive; [ ] = dose if it differs, or a comment. Unless noted, calls come from the whole dose curve; as a rule, active = well fitted curve in the direction sought with a large enough effect; inconclusive = small, poorly fitted or top-dose-only effect, or another doubt; inactive = no such curve, though single readings can be large; an effect the other way counts as inactive or inconclusive. % is set by controls: 0 for no effect and ±100 for the full control effect.

SMILES	Apoferritin bind	RXFP1 agonist	RXFP1 antagonist
O=C(Nc1ccccc1)N1CCSc2cc(Cl)ccc21	-11.1%	4.9%	-4.5
O=C(C1CCCCC1)N1CCN(S(=O)(=O)c2ccc(Br)cc2)CC1	-5.9%	1.4%	-4.2
CCc1ccc(CSc2nccn2-c2ccccc2)cc1	-13.6%	-1.6%	?
O=C(Nc1cccc(Cl)c1)O/N=C\c1ccncc1	-14.2%	-1.0%	24.6
O=C(C=C1SCCS1)/C=C/c1ccco1	?	1.2%	-6.3
COc1ccc(C(=O)NC2CCN(C(=S)Nc3cccc(C)c3)CC2)cc1	-8.2%	1.2%	-16.1
COc1ccc(CNC(=O)C(c2ccncc2)N(C(=O)Cc2cccs2)c2cccc(C)c2)cc1 (configuration not stated)	?	-0.1%	-2.3
Cc1cccc[n+]1CC(=O)Nc1ccc([N+](=O)[O-])cc1Cl	-15.8%	0.9%	15.9
CCOC(=O)c1oc2c(c1C)/C(=N/O)CCC2	-19.0%	3.5%	11.5
Cc1ccc(C)c(N(C(=O)Cn2nnc(-c3cccs3)n2)C(C(=O)NC2CCCC2)c2ccncc2)c1 (configuration not stated)	-3.8%	-0.5%	9.3
O=C(COC(=O)C1c2ccccc2Oc2ccccc21)NC1CCS(=O)(=O)C1 (configuration not stated)	-10.9%	3.7%	-5.7
CC(=O)N1CCc2cc(S(=O)(=O)CCC(=O)Nc3c(C)n(C)n(-c4ccccc4)c3=O)ccc21	-3.9%	4.1%	3.8
COC(=O)n1c(SC)nc2ccccc21	-8.2%	4.5%	-3.0
COc1ccc2nc(NC(=O)CSc3nnc(C)s3)sc2c1	-0.8%	2.1%	-2.2
FC(F)(F)c1cccc(Oc2cc(C(F)(F)F)nc(-c3ccccn3)n2)c1	-14.2%	0.6%	21.6
CCn1c(SCc2ccc(F)cc2)nnc1-c1nn(-c2ccccc2)ccc1=O	-18.9%	-0.7%	-8.2
Cc1c(N=Cc2nc3ccccc3n2C)c(=O)n(-c2ccccc2)n1C	-14.1%	0.0%	4.3
C=CCn1c(COc2ccccc2)nnc1SCC(=O)N/N=C/c1ccc(C)cc1	?	0.8%	4.9
Cc1ccc(NC(=O)CCC(=O)NNC(=O)Cc2ccccc2)cc1C	-17.2%	1.9%	-16.3
Cc1nc2ncnn2c(C)c1CCC(=O)Nc1ccc(S(=O)(=O)N2CCCCCC2)cc1	?	-0.8%	-6.0

Next section; it opens with the 3 that closed the last part.
SMILES	Apoferritin bind	RXFP1 agonist	RXFP1 antagonist
C=CCn1c(COc2ccccc2)nnc1SCC(=O)N/N=C/c1ccc(C)cc1	?	0.8%	4.9
Cc1ccc(NC(=O)CCC(=O)NNC(=O)Cc2ccccc2)cc1C	-17.2%	1.9%	-16.3
Cc1nc2ncnn2c(C)c1CCC(=O)Nc1ccc(S(=O)(=O)N2CCCCCC2)cc1	?	-0.8%	-6.0
CCOC(=O)c1[nH]c2ccc(OC)cc2c1C	-4.6%	1.9%	1.8
O=C(N/N=C(\c1ccccc1)c1cccnc1)C(O)(c1ccccc1)c1ccccc1	-17.2%	-4.4%	-2.8
COc1ccc2c(c1OC)C(=O)N(C(C)C(=O)O)C2=O (configuration not stated)	-2.5%	-0.1%	-9.1
Cc1cccc(Nc2nc3c(c(=O)n(C)c(=O)n3C)n2CC(O)CO)c1 (configuration not stated)	-8.2%	0.4%	-0.2
Cc1ccc(NC(=O)/C(=C\c2cccc([N+](=O)[O-])c2)NC(=O)c2cccs2)cc1	-8.7%	1.6%	-2.6
Cc1cccc(NC(=O)c2ccc(Cn3cc(C(F)(F)F)ccc3=O)cc2)c1	?	0.3%	4.8
Cc1nc(-c2ccccn2)sc1C(=O)Nc1ccc(Cl)c(Cl)c1	?	6.3%	-4.7
O=C(Nc1ccccc1)c1ccc2nsnc2c1	-17.7%	2.2%	-4.9
Cc1ccc(NC(=O)c2ccc(CSc3ncnc4nc[nH]c34)cc2)c(C)c1	?	-1.7%	-11.4
CCOC(=O)c1cnc(-c2ccccc2)nc1Oc1cccc(Cl)c1	-14.2%	2.6%	-14.5
O=c1cc[nH]c2cccc(Cc3ccccc3)c12	-5.0%	-0.8%	-0.3
Cc1ccc(NC(=O)CN2C(=O)N/C(=C/c3ccco3)C2=O)cc1	-12.5%	0.1%	-19.8
O=C(Cc1ccccc1)N/N=C/c1ccccc1OCc1ccc(Cl)cc1	-13.4%	1.1%	3.6
O=C(CSc1nc2ccccc2[nH]1)NCCN1CCCCC1	-4.8%	-0.1%	-12.1
Cn1cc(/C=C2/SC(=O)N(CC(=O)Nc3ccc4c(c3)OCO4)C2=O)c2ccccc21	-4.9%	2.1%	0.1
CCOC(=O)C(NC(C)=O)C(OC(C)=O)c1cccc(N(CCO)CCO)c1 (configuration not stated)	-1.7%	-1.8%	3.3
Cc1ccc(-n2nnc3c(=O)oc4ccccc4c32)cc1	-8.4%	-1.7%	-88.7*
Cc1ccccc1C(=O)c1cccn1CC(=O)NCc1ccco1	-15.9%	0.2%	0.7
CCOC(=O)Nc1ccc(S(=O)(=O)NCc2ccccc2)cc1	-8.7%	1.6%	25.0
CCOc1ccc(C(CC(=O)O)NC(=O)COc2ccccc2)cc1 (configuration not stated)	-12.8%	-0.1%	3.6

3 of these compounds in another layout:
Results follow in this order: Apoferritin bind, RXFP1 agonist, RXFP1 antagonist
- O=C(Nc1ccccc1)c1ccc2nsnc2c1
  -17.7%, 2.2%, -4.9
- Cc1ccc(NC(=O)c2ccc(CSc3ncnc4nc[nH]c34)cc2)c(C)c1
  ?, -1.7%, -11.4
- CCOC(=O)c1cnc(-c2ccccc2)nc1Oc1cccc(Cl)c1
  -14.2%, 2.6%, -14.5

Exported comma-delimited: part of the list above
SMILES,Apoferritin bind,RXFP1 agonist,RXFP1 antagonist
COc1ccc2nc(NC(=O)CSc3nnc(C)s3)sc2c1,-0.8%,2.1%,-2.2
FC(F)(F)c1cccc(Oc2cc(C(F)(F)F)nc(-c3ccccn3)n2)c1,-14.2%,0.6%,21.6

Following part:
SMILES	Apoferritin bind	RXFP1 agonist	RXFP1 antagonist
COC(=O)c1sccc1-c1ccc(C(=O)Nc2ccccc2)o1	?	2.4%	1.1
O=S(=O)(NCc1cc(-c2ccccc2Cl)no1)c1ccc(Cl)cc1	-17.5%	0.4%	-3.7
CCc1cc2c(=O)[nH]cnc2s1	-14.9%	-0.3%	5.3
COc1ccc(C(F)(F)F)cc1N/C=C\c1nnnn1-c1ccccc1	363.3%[activator]	-0.9%	5.5
Cc1ccc(-c2csc(N(CCc3ccccc3)C(=O)COc3ccccc3)n2)cc1	-8.5%	1.7%	-8.9
O=C(Cn1cnc2ccc(Cl)cc2c1=O)c1cccs1	-23.8%	2.4%	6.3
COc1ccc(N2CCN(C(=S)Nc3cc(C)ccc3C)CC2)cc1	-3.4%	0.6%	-5.3
O=C(c1cc(Cl)c(=O)n(Cc2ccc(Cl)cc2)c1)N1CCOCC1	-6.1%	3.2%	29.4
O=C(NC1CCCCCC1)c1cccs1	?	2.2%	-1.1
CC1=N/C(=C\c2ccc([N+](=O)[O-])cc2)C(=O)N1c1ccc(Cl)cc1	?	0.3%	-2.7
COCCNC(=O)CN(c1ccc(OC)c(OC)c1)S(=O)(=O)c1ccc(C)cc1	-1.8%	1.6%	-1.3
CCCc1nc(SCC(=O)Nc2nnc(CC)s2)c2c(C)c(C)sc2n1	-3.4%	7.9%	28.8
Cc1sc(=NC(=O)c2ccco2)n(C)c1-c1ccccc1	-13.7%	2.9%	-4.0
CCOC(=O)c1nn(-c2ccccc2F)c(-c2ccccc2)c1C(=O)c1ccccc1	-18.0%	-0.3%	-18.0
Cc1ccc(O)c(-c2cc(C(F)(F)C(F)F)nc(-c3ccccc3)n2)c1	-6.0%	3.0%	0.3
CSc1cc(-c2ccc(Cl)cc2)c(C(=O)NN)s1	-14.6%	1.0%	-3.7
CCOC(=O)c1[nH]c2cc3c(cc2c1NC(=O)CN1CCC2(CC1)OCCO2)OCO3	-11.7%	3.5%	-9.9
CCCNC(=O)Cn1cnc2sc(C(=O)NCCN(CC)CC)c(C)c2c1=O	-11.0%	1.8%	0.5
CN(C)c1ccc(N=C/C=C2\N(C)c3ccccc3C2(C)C)cc1	?	0.8%	-14.5
Cc1ccccc1C1CC(=O)NC2=C1C(=O)CCC2 (configuration not stated)	3.9%	3.8%	-1.6

Limited to RXFP1 antagonist, for three of the compounds above:
SMILES | RXFP1 antagonist
O=C(NC1CCCCCC1)c1cccs1 | -1.1
CCCNC(=O)Cn1cnc2sc(C(=O)NCCN(CC)CC)c(C)c2c1=O | 0.5
COC(=O)c1sccc1-c1ccc(C(=O)Nc2ccccc2)o1 | 1.1

(next part)
SMILES	Apoferritin bind	RXFP1 agonist	RXFP1 antagonist
Cc1cc(/C=N\NC(=O)CC(=O)NC2CCCCC2)c(C)n1-c1ccc(Cl)c(Cl)c1	?	1.0%	-7.5
Nc1nc(Br)c2c(F)cccc2c1-c1ccccc1	-1.6%	1.1%	1.8
Cc1ccccc1Cn1cc(NC(=O)CSc2nc3c(c(C(F)(F)F)n2)CCc2ccccc2-3)cn1	-20.5%	0.2%	-9.7
CCn1cnc2sc(C(=O)N3CCN(c4ccc(OC)cc4)CC3)c(C)c2c1=O	-17.7%	2.4%	3.7
O=C(c1ccc2c(=O)n(CC3CCCO3)c(=S)[nH]c2c1)N1CCN(c2ccccc2)CC1 (configuration not stated)	-16.7%	1.2%	-28.7
Cc1ccc(N=Nc2c(O)n(CN3CCOCC3)c3ccccc23)cc1	-21.0%	2.5%	-6.8
COc1ccc(-c2nc(-c3ccccc3)nc(N3CCN(C)CC3)c2C#N)cc1	-9.3%	4.4%	1.7
O=C(Nc1ncc2c(n1)-c1ccccc1CC2)c1cccc(Cl)c1	-22.5%	2.7%	10.2
COc1ccc(S(=O)(=O)NNC(=O)C2Cc3c(ccc4ccccc34)O2)cc1 (configuration not stated)	-18.8%	0.7%	0.9
Cc1cc(NC(=O)NC(=O)c2ccc(F)cc2F)n[nH]1	-6.9%	-1.8%	2.2
Cc1c(-c2ccccc2)cn2c1-c1ccc(C)n1CC2	-10.5%	1.9%	3.8
CCOc1ccc(NC(=S)N(Cc2ccc(N(C)C)cc2)Cc2ccco2)cc1	64.9%[activator]	1.2%	0.9
COc1ccc(S(=O)(=O)N2CCCN(CCC(=O)Nc3cccc(C(F)(F)F)c3)CC2)cc1	-7.1%	-2.1%	-3.8
Brc1cc2c(cc1/C=N/Nc1nc3ccccc3s1)OCO2	-2.9%	0.4%	5.3
Cc1cc(C(=O)N/N=C2\CC(=O)CC(C)(C)C2)n[nH]1	-3.6%	-0.2%	17.3
CN1CCN(c2nc(-c3ccc(Br)cc3)nnc2-c2ccccc2)CC1	?	0.6%	-23.2
COc1ccc(-c2nnn(CC(=O)NCCc3c[nH]c4ccccc34)n2)cc1OC	-13.9%	2.2%	-4.0
COc1cccc(CC(C(=O)Nc2cc(C)ccc2C)c2nn[nH]n2)c1OC (configuration not stated)	-1.7%	-0.2%	-9.3
CCOC(=O)CSC1=C(C#N)C(C)C2=C(CCCC2=O)N1 (configuration not stated)	?	8.0%	-13.6
Cc1[nH]c(=O)[nH]c(=O)c1/C=N/NC(=O)[C@H](C)NC(=O)OC(C)(C)C	-19.3%	0.2%	-8.0
CCOc1ccc(NC(=O)Cn2nnc(C(=O)NCc3ccccc3OC)c2N)cc1	-11.5%	-0.4%	1.8
COc1cccc(CSc2nnc(C(F)(F)F)n2Cc2ccc(F)cc2)c1	-5.8%	4.0%	2.2
O=C(O)Cc1sc(-c2ccc(Cl)cc2)nc1-c1ccccc1	-3.0%	16.7%	0.3
CCOC(=O)C1=C(C)NC2=C(C(=O)C(C(=O)OC)C(C)C2)C1c1ccc(OC)c(O)c1 (configuration not stated)	-14.0%	0.3%	-4.2
N#Cc1nc(-c2ccc(F)cc2)oc1N1CCCC1	-3.8%	7.5%	8.2
CN(C)c1oc(-c2cccs2)nc1C#N	98.8%[activator]	14.0%	3.0
CCOc1ccccc1-c1nc(-c2ccc(NC(=O)Cc3ccc(OC)cc3)cc2)no1	-2.8%	5.2%	-21.3
COc1cc2c(cc1OC)C1=NC(=O)CN1C(SCc1ccccc1C)=N2	-11.4%	5.1%	0.5
O=C(/C=C/c1cccc([N+](=O)[O-])c1)NCCN1CCOCC1	-13.0%	0.3%	-29.6
CC(C)Sc1nc2sc(-c3ccccc3)cc2c(=O)n1N	-7.9%	1.0%	10.1
O=C(CC1SC(=O)N(Cc2cccc3ccccc23)C1=O)Nc1nccs1 (configuration not stated)	0.5%	0.3%	-2.9
CCOC(=O)C1=C(O)C(Nc2nccs2)(C(F)(F)F)N=C1C (configuration not stated)	-2.5%	0.9%	-0.4
Cc1cccc(C(C)Nc2ccc([N+](=O)[O-])cn2)c1 (configuration not stated)	?	2.0%	-7.3
CC(Oc1ccc(-c2ccccc2)c(F)c1)c1ccn(S(=O)(=O)c2ccc(Br)cc2)n1 (configuration not stated)	-14.4%	-0.2%	-4.3
O=C(NC12CC3CC(CC(C3)C1)C2)c1ccc(COc2ccc(Cl)cc2[N+](=O)[O-])o1	?	-0.2%	-3.2
CCOC(=O)/C(=C/c1c[nH]c2ccccc12)NC(C)=O	-9.5%	0.1%	-2.3

A portion of the library; count on the stated rates, not on these rows.
